ER stress rescue – rescue of cells from ER stress-induced death, primary screen, 384-well, CSM14.1, thapsigargin, ATP luminescence (AID 1222) | CSM14.1 thapsigargin-induced death rescue, ATP luminescence; higher % means a stronger effect | cellular ATP content (survival), % at 20 µM, or EC50 in µM where a hit was titrated | 190,000 tested, under 10 active;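 active = EC50 below 50 µM in the dose-response confirmation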;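 note: death triggered by thapsigargin at about 15 µM added after 2 h compound pretreatment; cell ATP read after overnight thapsigargin exposure of roughly 18 to 22 hours; normalized against plate controls of thapsigargin alone and 5% DMSO vehicle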
West Nile virus CPE – inhibition of WNV-induced cytopathic effect – cell-based, CPE readout (AID 1621) | CPE inhibition, % at 10 µM, or IC50 in µM where a hit was titrated | West Nile virus-infected cells, CPE inhibition; higher % means a stronger effect | hit rate 0.02% among 290,000; in the data active = a potency from the dose series; inconclusive = CPE inhibition mostly from about 3.7% at the one dose, without a potency; inactive = the rest, 99 in 100 with CPE inhibition below about 2.2%; note: strong numbers were not always called active
WT yeast gro inh – growth inhibition of WT yeast, mitochondrial fusion screen; mitochondrial fusion phenotypic screen, WT strain; inhibition, % at 10 µM; hit rate 2.1% among 190,000; AID 1362; in the data active = inhibition above about 58%; tested in S. cerevisiae
XIAP displacement – XIAP antagonists, biochemical, IAP family, fluorescence polarization (AID 1018); XIAP BIR domain, fluorescence polarization peptide displacement; higher % means a stronger effect; one-dose displacement, % at 20 µM; IC50 in µM for titrated hits; hit rate 0.007% among 200,000; in the data active = displacement above about 50%; note: a part of the inactive calls stands beside numbers as strong as those of hits
RSV CPE inhibition – inhibition of RSV-induced cytopathic effect – HEp-2 cells, primary 10 µM value included (AID 2391). HEp-2 cells, RSV-induced CPE inhibition; higher % means a stronger effect. CPE inhibition, % at 10 µM; hits with a dose series show IC50 in µM. hit rate 0.13% among 310,000; in the data active = a potency from the dose series; inconclusive = CPE inhibition mostly from about 23% at the one dose, without a potency; inactive = the rest, 99 in 100 with CPE inhibition below about 21%; note: strong numbers were not always called active
Yfh1-depleted yeast – mitochondrial function rescue without frataxin homolog – Friedreich's ataxia, plus single-dose screen, dose response (AID 1465); S. cerevisiae Yfh1-off respiration, WST-1 reduction, 72 h; higher fold induction means a stronger effect; fold induction at 50 µM, or EC50 in µM where a hit was titrated; hit rate 0.074% among 220,000;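 active = fold induction of absorbance versus untreated yeast above a set limit, then at least 30% activation at any dose in follow-up; inconclusive = repeats straddling the limit, or above it without dose testing; inactive = fold induction below the set limit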;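 note: activators that raise dye reduction in frataxin-depleted yeast; strong numbers were not always called active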
NS5 inhibitors – flavivirus cap methylation enzyme inhibition – biochemical, confirmation dose response, primary screen (AID 588689); hit rate 0.3% among 340,000; inhibition, % at 25 µM; hits with a dose series show IC50 in µM; Dengue-2 NS5 methyltransferase capping enzyme assay, biochemical; higher % means a stronger effect; in the data active = a potency from the dose series; inconclusive = inhibition above about 29% without an active follow-up result
K1F lysis inhibition – protection from phage-mediated lysis, alamar blue read-out – E. coli UTI89, K1F phage, bacterial capsule biogenesis inhibitors (AID 488966). E. coli UTI89 K1F phage lysis, alamar blue, 2 h; higher % means a stronger effect. inhibition, % at 100 µM; hits with a dose series show IC50 in µM. hit rate 0.02% among 340,000;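 active = phage lysis inhibition, versus mean bacterial control, above a set limit; inconclusive = no clear call, values can overlap the other calls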;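 note: capsule biogenesis inhibitors block K1F phage lysis so surviving cells raise fluorescence; higher fluorescence means more inhibition of phage lysis; actives were called in the ten point dose series up to 300 µM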
Large T inhibition – SV40 large T antigen inhibitors, biochemical (AID 1903); SV40 large T antigen ATPase/helicase inhibition assay; higher % means a stronger effect; inhibition, % at 20 µM, or IC50 in µM where a hit was titrated; hit rate 0.39% among 310,000; in the data active = a potency from the dose series; inconclusive = inhibition mostly from about 32% at the one dose, without a potency; inactive = the rest, 99 in 100 with inhibition below about 32%; note: strong numbers were not always called active
WT yeast gro inh mutant strain – also measured in WT yeast gro inh; calls as there; inhibition, %; mitochondrial fusion phenotypic screen, mutant strain inhibition
NS5 inhibitors pilot replicate – also measured in NS5 inhibitors; calls as there; inhibition, %; measured here: pilot screen replicate inhibition
Numbers without * were called inactive; i = inactive; u = inconclusive; x = not tested or not shown; & = joins results of further samples; [ ] = dose if it differs, or a comment. The order is random; 2.2% or so of the library scored in one or more.

SMILES	ER stress rescue	West Nile virus CPE	WT yeast gro inh	WT yeast gro inh mutant strain	XIAP displacement	RSV CPE inhibition	Yfh1-depleted yeast	NS5 inhibitors	K1F lysis inhibition	Large T inhibition	others
Cc1nc(-c2ccc(NC(=O)C(C)(C)C)cc2)c(-c2ccccc2)o1	x	0.3%	x	x	x	2.2%	x	0.7%	-0.2%	7.8%
CC(C)c1ccc2oc(=O)cc(CN3CCN(c4ccccc4)CC3)c2c1	-0.1%	-0.2%	0.9	-4.8	-2.5%	18.4%	i	0.0%	0.6%	7.4%
O=C(CC1SC(=Nc2ccccc2F)N(CCN2CCOCC2)C1=O)Nc1ccc(F)cc1F (stereo unspecified)	x	-1.1%	19.3	11.9	-5.1%	-0.3%	i	-3.8%	0.1%	4.8%
O=C(CCn1c(=O)[nH]c2ccccc2c1=O)NCCSCc1ccccc1	-4.3%	0.2%	-6.7	-8.0	-2.0%	0.2%	i	-6.1%	0.2%	2.2%
CN1CCN(c2ccc(NC(=O)c3ccc(-c4cccc([N+](=O)[O-])c4)o3)cc2)CC1	-0.6%	29.1%	8.7	4.8	-18.7%	-0.8%	i	-4.4%	1.2%	15.0%
CC(=O)Oc1cc(O)c2c(c1)OC(c1ccc(OC(C)=O)c(OC(C)=O)c1)C(OC(C)=O)C2=O (stereo unspecified)	x	-0.3%	x	x	x	3.1%	x	0.7%	0.6%	16.1%
COC(=O)n1c(SC)nc2ccccc21	-0.4%	-0.1%	30.8	14.8	-2.0%	1.0%	i	-7.4%	-0.5%	14.9%
COc1cccc(OC)c1C(=O)NC(C)c1ccccc1 (stereo unspecified)	-1.3%	0.1%	-3.3	-10.4	-1.6%	-1.1%	i	2.8%	0.8%	5.8%
Cc1ccc(C)c(N2C(=O)CS/C2=N\NC(=O)c2ccccc2Cl)c1	-2.5%	-0.5%	18.3	15.6	-3.4%	-2.4%	i	-7.9%	1.8%	11.6%
O=c1c2ccccc2nc(SCc2ccccc2)n1CC1CCCO1 (stereo unspecified)	x	0.6%	x	x	x	5.7%	i	-4.6%	-0.1%	15.4%
CCn1cnc2cc(NC(=O)c3ccc(C)cc3)ccc21	x	-0.9%	x	x	x	-0.6%	x	0.7%	0.1%	6.4%	NS5 inhibitors pilot replicate=-5.2
Cc1onc(-c2ccccc2Cl)c1C(=O)Nc1ccc(-c2nnc3n2CCCCC3)cc1	3.3%	1.0%	-2.9	-19.3	-2.9%	1.4%	i	9.1%	1.7%	7.3%
NS(=O)(=O)c1ccc(CCNC(=O)c2ccc(Cl)s2)cc1	x	-0.1%	x	x	x	2.2%	x	-2.6%	-0.2%	14.5%
COc1ccc(-n2c(SCC(=O)/C(C#N)=C(\C)N)nc3ccccc3c2=O)cc1OC	x	-0.2%	x	x	x	2.62µM*	i	7.7%	0.0%[50 µM]	15.0%
CCCCC1CC(CSC(=N)N)OC1=O (stereo unspecified)	-1.2%	-1.0%	-7.7	-1.2	-0.4%	2.6%	i	-5.7%	0.0%	-2.7%
Cc1ccc(-c2cc(-c3ccc(C)o3)nc(N)c2C#N)cc1	-1.7%	-0.4%	-27.9	-32.2	-1.3%	6.3%	i	2.7%	-0.7%	7.4%
C#CC(C)(CC)NC(=O)c1cc2cccc(CC=C)c2oc1=O (stereo unspecified)	1.0%	-0.1%	9.6	16.6	0.6%	-1.9%	i	1.5%	0.6%	16.1%
Cc1cc(C(=O)NCC(=O)OCC(=O)N2CCCCCC2)ccc1[N+](=O)[O-]	-1.4%	-0.5%	-11.9	-8.0	-10.7%	1.5%	i	-10.3%	2.1%[50 µM]	16.2%
Cc1nc2cc(C(=O)OCC(=O)Nc3ccc(C#N)cc3)ccc2n1-c1ccccc1	-1.6%	0.1%	18.8	-1.0	0.4%	1.5%	i	1.4%	2.6%	2.8%
CCOC(=O)c1sc(NC(=O)/C=C/c2ccc(F)cc2)nc1C	-0.6%	-0.4%	0.9	-20.1	-5.7%	2.6%	i	2.9%	0.8%	6.1%
CCOC(=O)c1cnc2nc(N3CCOCC3)nn2c1N	-0.6%	x	-18.4	3.2	-4.7%	0.7%	x	-0.9%	0.1%	20.0%
O=C(c1ccccc1)c1ccccn1	-4.6%	0.2%	-8.4	2.1	-0.2%	2.1%	i	8.0%	-0.3%	8.0%
O=C(O)CCc1ccc(S(=O)(=O)N2CCOCC2)cc1	4.2%	-0.2%	x	x	-3.3%	0.8%	i	-8.0%	-1.0%	-2.4%
COc1ccc(OCC(=O)N/N=C(\C)c2ccc(-n3ccnc3)cc2)cc1	-2.1%	-0.7%	-11.7	15.7	-8.8%	0.0%	i	-0.6%	1.8%[50 µM]	4.3%
CN(C)Cc1ccccc1C(O)(c1ccccc1)c1ccccc1	x	-0.9%	x	x	x	1.2%	x	-2.3%	-0.7%	15.6%

Part of the list above in order of count of non-hydrogen atoms, highest first:
SMILES	ER stress rescue	West Nile virus CPE	WT yeast gro inh	WT yeast gro inh mutant strain	XIAP displacement	RSV CPE inhibition	Yfh1-depleted yeast	NS5 inhibitors	K1F lysis inhibition	Large T inhibition	others
Cc1onc(-c2ccccc2Cl)c1C(=O)Nc1ccc(-c2nnc3n2CCCCC3)cc1	3.3%	1.0%	-2.9	-19.3	-2.9%	1.4%	i	9.1%	1.7%	7.3%
C#CC(C)(CC)NC(=O)c1cc2cccc(CC=C)c2oc1=O (stereo unspecified)	1.0%	-0.1%	9.6	16.6	0.6%	-1.9%	i	1.5%	0.6%	16.1%
CCn1cnc2cc(NC(=O)c3ccc(C)cc3)ccc21	x	-0.9%	x	x	x	-0.6%	x	0.7%	0.1%	6.4%	NS5 inhibitors pilot replicate=-5.2

The listing picks up, repeating the 3 entries before the break.
SMILES	ER stress rescue	West Nile virus CPE	WT yeast gro inh	WT yeast gro inh mutant strain	XIAP displacement	RSV CPE inhibition	Yfh1-depleted yeast	NS5 inhibitors	K1F lysis inhibition	Large T inhibition	others
O=C(O)CCc1ccc(S(=O)(=O)N2CCOCC2)cc1	4.2%	-0.2%	x	x	-3.3%	0.8%	i	-8.0%	-1.0%	-2.4%
COc1ccc(OCC(=O)N/N=C(\C)c2ccc(-n3ccnc3)cc2)cc1	-2.1%	-0.7%	-11.7	15.7	-8.8%	0.0%	i	-0.6%	1.8%[50 µM]	4.3%
CN(C)Cc1ccccc1C(O)(c1ccccc1)c1ccccc1	x	-0.9%	x	x	x	1.2%	x	-2.3%	-0.7%	15.6%
CC1(C)Cc2c(c(N3CCCC3)nc3sc4c(N5CCN(CCO)CC5)ncnc4c23)CO1	-0.1%	x	7.8	4.0	-2.8%	-0.8%	x	-8.2%	0.0%	-0.9%
CCN(c1ccccc1)S(=O)(=O)c1ccc(C(=O)Nc2ccccn2)cc1	x	x	x	x	x	u	x	-2.9%	-0.6%[50 µM]	16.4%
CCNC(=O)C(=O)N/N=C/c1cc([N+](=O)[O-])ccc1O	-1.0%	0.8%	-6.7	5.8	-3.5%	1.3%	u	1.8%	0.1%	-2.5%
O=C(N/N=C1/CC2CCC1C2)c1cc2ccccc2cc1O (stereo unspecified)	x	-0.3%	x	x	x	2.6%	x	-4.9%	-0.1%	u
O=C(O)COc1ccccc1/C=N/NC(=O)Cc1ccccc1	x	0.1%	x	x	x	-0.9%	x	-3.9%	0.0%	-1.2%	NS5 inhibitors pilot replicate=1.5
COc1ccc(/C=N\NC(=O)c2c(C)nc3ccc(Br)cn23)cc1	-1.8%	-0.2%	-8.0	-2.9	-4.9%	0.0%	i	-0.9%	0.1%	2.3%
CN1CCCN(c2ncnc3scc(-c4ccc(F)cc4)c23)CC1	-0.1%	0.5%	9.3	20.2	-7.8%	0.5%	i	10.9%	0.3%	5.1%
COc1cccc(N2CC(O)Cn3c2nc2c3c(=O)[nH]c(=O)n2C)c1 (stereo unspecified)	x	0.2%	x	x	x	0.2%	x	-3.1%	1.3%	-0.2%
Cc1c(N2C(=O)c3cccc4cccc(c34)C2=O)cnn1C	x	0.2%	x	x	x	0.2%	i	-5.4%	-0.1%	10.8%
O=C(CC1OCC2CCCN2C1=O)Nc1ccc([N+](=O)[O-])cc1 (stereo unspecified)	x	0.6%	x	x	x	1.4%	x	-9.8%	-0.6%	11.6%
Cc1ccnc2c1NC(=O)c1cccnc1N2C1CC1	-1.0%&3.6%	0.6%	5.7&-3.5	12.1&11.3	-7.8%&-13.8%	-0.4%	i	-9.7%	-3.8%	4.6%&3.9%
CCc1ccc(CCC(=O)Nc2nccs2)o1	-2.3%	-0.2%	-3.6	-3.0	-1.0%	0.1%	i	-6.8%	-0.1%	4.8%
N#Cc1ccc(-c2csc(NC3=NCCCCC3)n2)cc1	-0.9%	-1.0%	-5.4	-19.0	0.2%	x	i	-6.4%	0.2%	5.5%
Cc1ccc(-c2nc3ccc(Cl)cc3n2OC(C)C(=O)O)cc1 (stereo unspecified)	-1.3%	1.0%	-6.3	-7.5	-0.5%	0.1%	i	-8.9%	0.0%	18.1%
Cc1cccc(N2C(=O)C(O)=C(C(=O)c3cccs3)C2c2cccc(Oc3ccccc3)c2)n1 (stereo unspecified)	x	0.0%	x	x	x	2.8%	i	21.4%	-1.7%	10.6%
Cc1cc(C)cc(NC(=O)CS(=O)(=O)c2ccccc2)c1	x	-1.3%	x	x	x	1.1%	x	-5.6%	-0.7%	0.8%
C(=N\Nc1ncnc2ccccc12)/c1ccccc1	-1.4%	-0.7%	12.2	13.2	-1.8%	-0.6%	i	-8.5%	-1.9%	0.8%
CCCCn1c(=O)c(-[n+]2ccccc2)c([O-])c2ccccc21	-0.2%	0.0%	-5.1	4.1	-4.5%	0.7%	i	-4.7%	0.2%	11.9%
CCOC(=O)/C(C#N)=N/Nc1c(C)n(C)n(-c2ccccc2)c1=O	1.6%	0.5%	-5.8	-0.9	-4.4%	1.1%	i	x	x	12.8%
Cc1ccc(S(=O)(=O)N2CCN(C)CC2)cc1C	x	-0.8%	x	x	x	-0.3%	x	8.9%	-1.1%	5.9%
Cc1ccc(/C=C(\NC(=O)c2ccccc2)C(=O)NCCN2CCOCC2)o1	x	0.2%	x	x	x	0.7%	x	-2.9%	2.5%	x
CCCCNC(=O)OCC(CC)NC(=O)OCC(C)C (stereo unspecified)	2.2%	-0.7%	9.8	-5.3	-4.8%	0.5%	i	-4.8%	0.3%	21.1%
COc1ccc(NC(=S)NCCc2c[nH]c3ccc(OC)cc23)c(OC)c1	2.2%	-0.3%	28.6	8.6	-4.5%	0.5%	i	0.3%	4.2%	10.0%

Source: PubChem
